Source: PubChem BioAssay (several laboratories)
dFosB act – activators of mouse delta FosB homodimer; P13346; purified delta FosB, TAMRA-CDK5 oligo fluorescence polarization; percent of positive-control signal above neutral wells; activation, % at 25 µM; hit rate 0.99% among 340,000; AID 493131;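 active means mean activation above about 17%, with every replicate also reaching it, limit read from the data, passing the limit was not always enough; inconclusive means only one of the two conditions met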;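 further: fluorescence polarization rise as delta FosB binds a TAMRA Cdk5 AP-1 oligo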
Target sequence (P13346 whole entry, looked up): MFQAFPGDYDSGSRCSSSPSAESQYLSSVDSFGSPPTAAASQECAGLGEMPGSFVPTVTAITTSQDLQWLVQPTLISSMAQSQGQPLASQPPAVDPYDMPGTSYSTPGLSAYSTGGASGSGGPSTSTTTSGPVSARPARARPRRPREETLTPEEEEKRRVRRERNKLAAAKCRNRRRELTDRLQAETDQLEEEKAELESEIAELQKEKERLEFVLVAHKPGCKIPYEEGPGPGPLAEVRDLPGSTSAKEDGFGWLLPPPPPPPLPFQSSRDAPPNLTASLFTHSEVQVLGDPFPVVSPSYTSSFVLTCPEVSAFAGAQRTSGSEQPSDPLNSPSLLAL
V-ATPase pH – regulators of yeast V-ATPase proton transport; hit rate 0.37% among 350,000; S. cerevisiae, pHLuorin cytosolic pH fluorescence; response, % at 10 µM; in the data active means response mostly above about 7.3%, no sharp cut-off; inactive means mostly below about 5.4%; further: actives read high; inactives centre near 0; some compounds called inactive have numbers as strong as hits
Rtt109 Vps75 – blocks Candida albicans Rtt109/Vps75 acetyltransferase activity | Q5AAJ8 | purified Rtt109/Vps75, ThioGlo CoA-SH fluorescence, 4 h | inhibition, % at 34.9 µM | hit rate 0.16% among 330,000 | AID 540336;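 active means inhibition of at least 50% in every replicate; inconclusive means best replicate reaches 50% inhibition but some replicates fall short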
Target sequence (Q5AAJ8 whole entry, looked up): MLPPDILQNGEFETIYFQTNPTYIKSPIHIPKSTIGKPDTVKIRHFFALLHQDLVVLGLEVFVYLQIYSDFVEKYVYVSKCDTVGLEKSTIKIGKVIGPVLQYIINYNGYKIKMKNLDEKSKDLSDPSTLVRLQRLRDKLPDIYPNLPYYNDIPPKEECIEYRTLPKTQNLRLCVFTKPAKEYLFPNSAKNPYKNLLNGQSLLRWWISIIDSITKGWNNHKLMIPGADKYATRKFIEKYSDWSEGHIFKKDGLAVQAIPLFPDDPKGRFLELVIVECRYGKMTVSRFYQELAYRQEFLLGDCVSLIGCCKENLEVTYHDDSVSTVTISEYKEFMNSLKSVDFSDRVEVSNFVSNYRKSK
Wnt act – activators of Wnt/beta-catenin signaling | hit rate 1.2% among 300,000 | Wnt/beta-catenin reporter cell assay, activator, plate reader | activation, % at 9.35 µM; in the data active means activation above about 30%, passing the limit was not always enough; inconclusive means no clear call, values can overlap the other calls;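 further: 0% = neutral control wells and 100% = positive control wells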
Tat transport – blocks Tat-dependent protein export in E. coli | E. coli MC4100 TorA-mCherry Tat export, fluorescence | inhibition, % at 10 µM | hit rate 0.036% among 340,000;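 active means mean replicate inhibition at least 50% and at least half of replicates individually reaching 50%; inconclusive means only one of the two criteria met; inactive means neither criterion met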;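 further: exported cargo escapes ClpAP degradation while cytoplasmic cargo is degraded and loses fluorescence; 0% = median of neutral control wells and 100% = median of NaSCN control wells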
CAL PDZ FP-1 – inhibitors of human CAL PDZ peptide binding; AID 504414; inhibition, % at 20 µM; Q9HD26; hit rate 0.02% among 330,000; purified CAL PDZ, TMR-peptide fluorescence polarization, 1 h;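 active means highest replicate inhibition of at least 40%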;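 further: plate controls were DMSO neutral control wells for no effect and unlabeled competitor peptide control wells for full effect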
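Test system: tagged CAL PDZ domain / Buffer or medium: sodium phosphate/NaCl buffer pH 7.4 with TCEP, IgG, Thesit / Reagent: TMR-labelled reporter peptide T*-PRC34 bound in PDZ groove / Compound dosing: single point, 20 µM / Schedule: 1 h incubation at room temperature before polarization reading / Technique: fluorescence polarization (mP) / Benchmarks: unlabelled peptide, DMSO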
MITF act – MITF TRPM1 promoter activation in melanoma cells. SK-MEL-5 TRPM1-promoter luciferase, 24 h; % of positive control, neutral wells = 0. activation, % at 12.5 µM. hit rate 0.75% among 300,000. AID 588334;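 active means mean activation of at least 80% with every replicate also reaching 80%; inconclusive means mean reaches 80% but some replicate falls short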;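 further: 0% = neutral control wells and 100% = parthenolide positive control wells; values of inactives mirror those of a sister screen read the other way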
cardiac RTF act – increases calcium sensitivity of human cardiac regulated thin filaments; activation, % at 7.2 µM; P19429+P45379; hit rate 0.24% among 340,000; IANBD-labeled TnC RTF fluorescence at EC20 calcium; 0% EC20 calcium, 100% full calcium; AID 493008;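 active means activation above the mean over all tested compounds plus 3 SD, cut at about 30% in these data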;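 further: rise in fluorescence read as greater calcium sensitivity of cardiac thin filaments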
CAL PDZ FP-2 – inhibitors of human CAL PDZ peptide binding; Q9HD26; purified CAL PDZ, TMR-peptide fluorescence polarization, 1 h; inhibition, % at 24.9 µM; hit rate 0.92% among 300,000; AID 602252;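 active means mean inhibition of at least 30% with at least half of replicates also reaching 30%; inconclusive means no clear call, values can overlap the other calls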;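 further: 0% = DMSO neutral control and 100% = excess unlabeled competitor peptide PRC23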
CDK5 inh – CDK5/p35 (human) kinase inhibition; Q00535+Q15078; Recombinant CDK5/p35, ADP-Glo luminescence, 60 min; inhibition, % at 10 µM; hit rate 0.01% among 330,000;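 active means highest replicate inhibition of at least 50% and at least 75% of replicates reaching 50%; inconclusive means only one of the two criteria met; inactive means both criteria failed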;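 further: plate controls were DMSO neutral control for no effect and GW8510 at 10 µM for full effect; many of its hits are not listed in these tables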
* marks the source's active call; other numbers are inactive results; ? = inconclusive; nt = not tested or not shown.

Sample of the layout:
Compound,dFosB act,V-ATPase pH,Rtt109 Vps75,Wnt act,Tat transport,CAL PDZ FP-1,MITF act,cardiac RTF act,CAL PDZ FP-2,CDK5 inh
O=C(Nc1nc2ccc(S(=O)(=O)N3CCCC3)cc2s1)c1cccs1,-5,5,3,-1,10,-3.5,nt,3,-1,-0.8
COc1ccc(NC(=O)Cn2c(C)cc(=O)c3cccc(OC)c32)cc1,2,0,-6,1,-8,-0.1,3,-7,0,2.1
O=C(NCc1cccc(Br)c1)C1CC(c2ccccc2C(F)(F)F)=NO1 (stereo unspecified),1,0,-3,-10,16,-0.6,-15,6,-2,-1.0

The list itself, from the first entry:
Compound,dFosB act,V-ATPase pH,Rtt109 Vps75,Wnt act,Tat transport,CAL PDZ FP-1,MITF act,cardiac RTF act,CAL PDZ FP-2,CDK5 inh
O=C(Nc1nc2ccc(S(=O)(=O)N3CCCC3)cc2s1)c1cccs1,-5,5,3,-1,10,-3.5,nt,3,-1,-0.8
COc1ccc(NC(=O)Cn2c(C)cc(=O)c3cccc(OC)c32)cc1,2,0,-6,1,-8,-0.1,3,-7,0,2.1
O=C(NCc1cccc(Br)c1)C1CC(c2ccccc2C(F)(F)F)=NO1 (stereo unspecified),1,0,-3,-10,16,-0.6,-15,6,-2,-1.0
COc1ccc(-c2cc(=O)oc3cc(OCC(=O)Nc4ccccn4)ccc23)cc1,13,-1,-2,0,0,0.3,1,0,-4,-0.3
Cc1cccc(C(=O)OCC(=O)c2c(C)[nH]c3ccccc23)c1O,28*,-1,3,37*,12,-0.8,82*,1,13,1.2
O=S(=O)(c1ccc2c(c1)OCCO2)N1CCN(Cc2ccccc2)CC1,-6,-3,3,nt,4,-0.6,-7,0,-3,-4.7
COc1ccc(S(=O)(=O)N(CC(=O)NCc2ccncc2)Cc2ccccc2)cc1,-3,-4,1,-2,-3,-1.0,3,-3,5,-1.1
O=C(c1c(F)cccc1F)N1CCC(n2nnc3cc(C(F)(F)F)ccc32)CC1,-14,2,-2,-2,2,-1.7,2,3,1,1.1
COc1ccccc1C(=O)NNC1=NS(=O)(=O)c2ccccc21,-2,-3,0,0,-2,-0.6,nt,-8,-5,0.4
CCc1ccc(C(=O)Nc2ccc(S(=O)(=O)Nc3nc(C)cc(C)n3)cc2)o1,-6,2,15,-3,?,-0.4,-13,-2,-2,0.3
O=C(Nc1cc2c(cc1Cl)OCCCO2)c1ccc(F)cc1,-1,-4,-11,51*,1,-0.8,76,-2,-2,0.6
O=C(Oc1cccc([N+](=O)[O-])c1)c1ccc2c(=O)n3c(nc2c1)CCC3,2,-3,4,8,1,-0.6,-3,-3,-8,0.3
CC1=C(C)CS(=O)N(c2ccc(S(N)(=O)=O)cc2)C1 (stereo unspecified),-5,16,-20,-8,1,-1.3,-10,-2,-2,1.4
O=C(c1cccc(F)c1)N1CCc2ccccc21,-4,-1,-3,1,6,-2.4,-19,2,1,2.8
Cc1cccc(NC(=O)C2CCN(S(=O)(=O)c3ccc4ccccc4c3)CC2)n1,-8,-1,0,0,0,-2.6,-19,0,1,-0.2
CCC(=O)Nc1ccc(N2CCCCC2)cc1,-4,3,16,nt,2,1.6,12,8,-1,-0.3
Cc1ccc2nc(-c3cccnc3)cc(C(=O)Nc3ccc(F)cc3C)c2c1,-7,1,-17,-2,-3,-0.4,-4,9,0,1.0
CCOC(=O)c1nnn(-c2nonc2N)c1-c1ccc(OCC)cc1,-1,3,25,0,-3,0.6,-10,-1,-3,0.3
CC(Oc1cc2oc(=O)c3c(c2cc1Cl)CCC3)C(=O)NC1CC(C)(C)NC(C)(C)C1 (stereo unspecified),-10,0,-5,3,3,0.0,13,2,-3,1.1
COc1ccc(-n2c(O)c(C=NCC(c3ccco3)N3CCCC3)c3ccccc3c2=O)cc1OC (stereo unspecified),-7,7,12,nt,-4,-2.2,-20,0,-4,-1.0
COc1cc2c(cc1OC)C1=C(C#N)CCC(=NC(=O)c3ccco3)N1CC2,-8,0,-5,-1,-2,0.1,-12,-3,1,-0.7
CC(C)c1ccc(NC(=O)COc2ccc(C3SCCS3)cc2)cc1,5,1,-3,-2,-5,-1.8,-13,0,-3,0.4
Cc1cccc(N/N=C/c2ccccc2O)c1,-2,1,-4,9,1,-1.0,27,-3,0,-0.2
O=C1/C(=C\c2cccnc2)SC(=S)N1c1ccc(F)cc1,-4,2,-1,1,2,-0.9,5,0,nt,-2.8
NC[C@H](Cc1ccccc1)NCCCCC1CCCCC1,-20,1,-3,-4,0,0.1,5,-1,-5,0.4
Cc1cc(NC(=O)Nc2ccc(Cl)cc2)n(C(C)(C)C)n1,4,2,3,3,7,-2.6,-1,0,-6,0.0
O=C(NNc1ncccc1-n1cccc1)c1ccc(Cl)cc1,-1,2,-8,3,-2,-1.7,6,-4,-38,0.9
O=C(CCCN1C(=O)c2ccccc2C1=O)Nc1nnc(C2CC2)s1,-4,1,1,2,-6,-1.4,-3,3,-3,-3.9
COC(=O)CSc1nc(N)c2c3c(sc2n1)C(c1ccccc1)SC(c1ccccc1)C3 (stereo unspecified),-12,2,-4,nt,2,-0.1,-49,5,-5,3.7
CCOC(=O)C1Oc2ccccc2C(c2ccc(C)cc2)=C1C(=O)OC (stereo unspecified),-9,-1,-20,-1,5,0.2,-10,-1,-6,2.2
CCCNc1nc(C)cc(-c2cc(-c3ccc(Cl)cc3)on2)n1,-5,2,-10,1,0,0.4,19,3,-3,-0.7
COc1ccc(C(=O)OCC(=O)Nc2ccc(N3CCOCC3)cc2)cc1,-7,6,7,1,2,-0.3,-1,1,-1,1.3
O=C(NCCSc1ccccn1)c1ccc(Cl)cc1Cl,4,-1,1,13,7,11,?,-3,33*,-0.2
Cc1occc1C(=O)NC(C)C12CC3CC(CC(C3)C1)C2 (stereo unspecified),-20,0,-6,-1,-1,-1.5,-2,3,nt,0.1
COC(=O)c1cccc(COC(=O)c2ccc(N(C)C)cc2)c1,-5,1,-16,4,-3,1.1,13,7,1,-0.2
CN(C)CCCNc1nc(N)c([N+](=O)[O-])c(NC2CCCCC2)n1,0,-2,-9,0,-4,-2.4,18,3,1,2.0
COc1cccc(C2C3=C(N=c4s/c(=C\c5ccc(O)cc5)c(=O)n42)c2ccccc2CC3)c1OC (stereo unspecified),-2,-2,31,-2,-1,0.3,-13,7,-1,-0.1
Cc1ccccc1NC(=O)c1ccc(CN2CCc3ccccc3C2)cc1,-8,2,-3,nt,2,0.4,2,-6,-1,0.7
COc1ccc(Cl)cc1Nc1nc(NCCO)nc(N2CCCCC2)n1,-2,12,-10,-6,6,-0.4,-1,2,-1,0.5
CS(=O)(=O)N(CC(=O)N1CCN(c2cccc(Cl)c2)CC1)c1ccccc1,-9,-3,-3,-9,3,-2.3,0,-4,-15,1.5
O=C(CSc1nnc(Cc2cc(=O)[nH]c(=O)[nH]2)n1-c1ccc(Cl)cc1)NC1CCCC1,7,3,-5,-3,-10,1.1,1,-3,-2,-0.9
COc1ccc(N2CCN(C(=O)CSc3ncnc4c3cnn4-c3ccccc3C)CC2)cc1,-5,-1,-6,nt,2,0.0,-9,2,-4,1.1
CC(C)NC(=O)c1ccccc1S(=O)c1ccccc1C#N (stereo unspecified),-2,-1,-12,nt,0,0.5,nt,-1,nt,2.7
CCN(C(=O)COC(=O)c1cccc(S(=O)(=O)N(CC)CC)c1)C1CCS(=O)(=O)C1 (stereo unspecified),2,-1,1,0,5,-1.0,0,0,nt,2.8
CC1(C)CC2CC(C)(CN2S(=O)(=O)c2cccc(C(=O)OCC(N)=O)c2)C1 (stereo unspecified),-9,-5,-2,-4,2,-1.5,5,10,1,-0.8
Cc1ccc(NS(=O)(=O)c2cc(NC(=O)C(C)Oc3ccccc3)ccc2C)c(C)c1 (stereo unspecified),-7,2,8,nt,10,-1.6,-5,-9,-1,-2.2
COc1ccc(C2CC(=O)Nc3n[nH]c(-c4ccccc4)c32)cc1OC (stereo unspecified),-7,3,19,-1,?,1.4,-2,-3,-3,0.1
CCN(CC)CCOC(=O)c1ccc(NC(=O)c2cccc(C)c2[N+](=O)[O-])cc1,6,4,47,0,-4,-2.8,15,0,-2,0.3
Cc1cccc(C)c1N=C1C(=O)Nc2ccccc21,-10,3,-9,-1,-12,0.3,-10,-4,9,0.8
Cc1ccc(S(=O)(=O)n2ccc3c2CCCC3=O)cc1,8,-1,0,4,5,-1.5,-7,-3,-6,1.4

Next section:
Below each SMILES: dFosB act, V-ATPase pH, Rtt109 Vps75, Wnt act, Tat transport, CAL PDZ FP-1, MITF act, cardiac RTF act, CAL PDZ FP-2, CDK5 inh
> Cc1nc(=O)c(-c2ccccc2)c(C)n1CCCCCC(=O)O
  -1, -3, -12, nt, -3, -1.9, -2, 3, -3, 1.8
> O=C(O)c1ccc(Oc2cccc([N+](=O)[O-])c2)cc1C(=O)O
  -3, 5, 0, -5, -4, -3.2, -2, -2, -20, -3.5
> COc1ccccc1N1CCN(C(=O)CSc2nnc(-c3ccoc3C)o2)CC1
  -19, -2, 1, nt, -2, -4.2, -1, 0, 3, -0.7
> CCOC(=O)CC1C(=O)NCCN1C1CCCC1 (stereo unspecified)
  -3, -2, -3, -1, -10, -0.9, 8, 7, 4, 1.3
> COc1cc(NC(=S)NC(=O)C(C)C)ccc1NC(=O)c1cc2ccccc2o1
  1, -3, -8, -2, 1, 0.2, 1, -1, -1, -0.9
> Cc1ccc(-c2nc(CS(=O)(=O)CC(=O)NCc3cccc(F)c3)c(C)o2)cc1
  -10, -5, -7, -2, -1, 0.4, -13, 4, nt, 1.4
> CN1CCC(OC(=O)C23CCC(C)(C(=O)O2)C3(C)C)CC1 (stereo unspecified)
  0, -2, -2, nt, -13, -0.3, 10, -4, 0, 0.2
